M. tuberculosis HTS – M. tuberculosis growth inhibition, HTS (AID 449762); hit rate 0.59% among 330,000; one-dose inhibition, % at 25 µM; IC50 in µM for titrated hits; M. tuberculosis H37Rv growth inhibition, 7H9 media; higher % means a stronger effect; in the data active = a potency from the dose series; inconclusive = inhibition above about 70% without an active follow-up result;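 also: bacterial growth assessed after seven days of incubation; strong numbers were not always called active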
VEEV TC-83 Vero – inhibitors of VEEV TC-83 cytopathic effect, confirmation, Vero cells (AID 588727). hit rate 0.13% among 350,000. one-dose inhibition, % at 20 µM; IC50 in µM for titrated hits. Vero cells, VEEV TC-83 cytopathic effect inhibition; higher % means a stronger effect; in the data active = a potency from the dose series; inconclusive = inhibition mostly from about 14% at the one dose, without a potency; inactive = the rest, 99 in 100 with inhibition below about 12%; also: strong numbers were not always called active
influenza NS1A – NS1A inhibition, H1N1 influenza, cell based functional assay (AID 504329). NS1A functional cell-based assay, percent inhibition; higher % means a stronger effect. inhibition, % at 12.5 µM; hits with a dose series show IC50 in µM. hit rate 0.3% among 340,000; in the data active = a potency from the dose series; inconclusive = inhibition above about 27% without an active follow-up result; also: strong numbers were not always called active
M. tuberculosis – growth inhibition of non-replicating M. tuberculosis (AID 488890); Mycobacterium tuberculosis non-replicating, growth inhibition; higher % means a stronger effect; inhibition, % at 25 µM, or IC50 in µM where a hit was titrated; hit rate 0.39% among 320,000; in the data active = a potency from the dose series; inconclusive = inhibition mostly from about 82% at the one dose, without a potency; inactive = the rest, 99 in 100 with inhibition below about 76%;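 also: plate controls were DMSO cells for no effect and high antibiotic wells for full effect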
PhoP GFP inhibition – Inhibition of PhoP regulon, Salmonella typhi GFP reporter cells, confirmation, 4 h (AID 1850). inhibition, % at 50 µM, or IC50 in µM where a hit was titrated. hit rate 0.33% among 310,000. Salmonella Typhi PhoP-promoter GFP reporter, fluorescence, 4 h; higher % means a stronger effect; in the data active = a potency from the dose series; inconclusive = inhibition mostly from about 25% at the one dose, without a potency; inactive = the rest, 99 in 100 with inhibition below about 19%;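 also: 0% = induced wells with vehicle and 100% = uninduced wells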
VEEV TC-83 Vero 10K pilot screen – further read-out of VEEV TC-83 Vero, marked with its call; inhibition, %; measured here: 10K pilot screen inhibition
Starred values were filed as active, the others as inactive; i = inactive; ? = inconclusive; . = no result given. Outcome played no part in choosing rows. Share with any hit: about 1.6%.

Sample of the layout:
SMILES	M. tuberculosis HTS	VEEV TC-83 Vero	influenza NS1A	M. tuberculosis	PhoP GFP inhibition	others
O=C(CCSCc1ccccc1Cl)NC1CCCC1	3%	i	2%	24%	0%
CCOc1ccc(-n2c(SCC(N)=O)nc3c([nH]c4ccccc43)c2=O)cc1	-2%	11%	-3%	.	.
CCCc1ccc(C(=O)NNC(=O)c2ccc(Br)cc2)cc1	0%	12%	5%	-15%	1%

The listing, repeating the preview:
SMILES	M. tuberculosis HTS	VEEV TC-83 Vero	influenza NS1A	M. tuberculosis	PhoP GFP inhibition	others
O=C(CCSCc1ccccc1Cl)NC1CCCC1	3%	i	2%	24%	0%
CCOc1ccc(-n2c(SCC(N)=O)nc3c([nH]c4ccccc43)c2=O)cc1	-2%	11%	-3%	.	.
CCCc1ccc(C(=O)NNC(=O)c2ccc(Br)cc2)cc1	0%	12%	5%	-15%	1%
CC1CCCN(C(=O)C2CCN(S(=O)(=O)c3cccs3)CC2)C1 (stereo not drawn)	.	3.4%	1%	.	.
COc1ccc2c(c1)CCc1c(C(=O)NCc3cccnc3)noc1-2	4%	i	-5%	12%	-12%
CCN(Cc1cc2cccc(C)c2[nH]c1=O)C(=O)c1ccccc1OC	-5%	13%	6%	1%	-16%
CN(C)c1ccc(C2/C(=C(/O)c3ccc(Br)cc3)C(=O)C(=O)N2C)cc1 (stereo not drawn)	-11%	1.9%	-21%	-25%	-9%
COc1cc(/C=N/NC(=O)C(=O)N2CCCC2)ccc1O	8%	0.4%	-12%	15%	0%
CC(C)C[C@H]1CN=C(N(C)C)N1CCc1cccc(F)c1	3%	i	2%	-5%	.
O=c1cc(N2CCN(Cc3ccccc3)CC2)[nH]c(=O)n1-c1cccc(C(F)(F)F)c1	-11%	i	7%	10%	-7%
CCOC(=O)C1Nc2c(F)cc(C)cc2C2C=CCC12 (stereo not drawn)	-1%	.	.	0%	-2%
Cc1ccc2nc(N3CCN(C)CC3)c(C=O)c(=O)n2c1	-1%	i	-1%	-5%	6%
Cc1ccc(-c2nc(N)sc2CC(=O)OCC(=O)N2C(C)CCCC2C)cc1 (stereo not drawn)	-1%	0.8%	-2%	9%	-6%
O=S(=O)(NC1=NCCCCC1)c1cc(F)ccc1F	4%	1.1%	1%	.	.
O=S(=O)(c1ccc(=S)[nH]c1)N1CCCCCC1	-6%	2.1%	-6%	-11%	.
COc1cccc(/C=C2\SC(=S)N(CCC(=O)NNC(=O)c3ccccc3OC)C2=O)c1	-4%	2.2%	3%	-20%	9%
O=C(COC(=O)c1ccc(F)cc1F)Nc1ccc2[nH]c(=O)[nH]c2c1	9%	0.9%	-1%	-4%	-6%
CCOC(=O)NC(=O)COC(=O)CCCc1nc2ccccc2s1	-6%	0.7%	-6%	19%	8%
C[N+](C)(CCCCCC[N+](C)(C)CCCN1C(=O)c2cccc3cccc(c23)C1=O)CCCN1C(=O)c2cccc3cccc(c23)C1=O	2.6µM*	7.2%	-7%	?	34%
CCC(=O)Nc1cc(C)c(OC)c(C)c1	3%	0.0%	-7%	0%	0%

Pulled by compound from above, 5 records:
SMILES	M. tuberculosis HTS	VEEV TC-83 Vero	influenza NS1A	M. tuberculosis	PhoP GFP inhibition	others
CCCc1ccc(C(=O)NNC(=O)c2ccc(Br)cc2)cc1	0%	12%	5%	-15%	1%
O=C(CCSCc1ccccc1Cl)NC1CCCC1	3%	i	2%	24%	0%
Cc1ccc(-c2nc(N)sc2CC(=O)OCC(=O)N2C(C)CCCC2C)cc1 (stereo not drawn)	-1%	0.8%	-2%	9%	-6%
O=c1cc(N2CCN(Cc3ccccc3)CC2)[nH]c(=O)n1-c1cccc(C(F)(F)F)c1	-11%	i	7%	10%	-7%
C[N+](C)(CCCCCC[N+](C)(C)CCCN1C(=O)c2cccc3cccc(c23)C1=O)CCCN1C(=O)c2cccc3cccc(c23)C1=O	2.6µM*	7.2%	-7%	?	34%

Next part
SMILES	M. tuberculosis HTS	VEEV TC-83 Vero	influenza NS1A	M. tuberculosis	PhoP GFP inhibition	others
CCOC(=O)c1cc2occc2n1CC(=O)Nc1ccc(OC)cc1OC	-1%	0.1%	5%	28%	1%
CN1C(=O)SC(Nc2ccccc2)C1=O (stereo not drawn)	4%	0.6%	11%	13%	-19%
COCCCN1C(=O)C(O)=C(C(C)=O)C1c1cccc(F)c1 (stereo not drawn)	-5%	i	2%	2%	12%
COc1ccc(NC(=O)N(C2CCCCC2)C2CCN(C(C)C)CC2)c(OC)c1	.	0.4%	7%	.	.
COc1ccc(C(=O)NCc2cc(C)nc3ccccc23)cc1	11%	0.5%	6%	38%	-7%
COc1ccc(NCc2nn(CC(=O)c3ccc(Br)cc3)c3[n+]2CCCCC3)cc1	?	2.0%	28%	74%	9%
CCN(CC)S(=O)(=O)c1cccc(C(=O)N[C@H](C(=O)O)C(C)C)c1	-5%	0.7%	5%	-1%	-6%
O=c1ncn(-c2cccc(F)c2)c2ncccc12	3%	i	0%	-3%	-2%
O=C(O)c1cc2c([nH]c1=O)CCCC2	-4%	i	-1%	6%	-7%
COc1ccccc1C(=O)NC1CCCc2ccccc21 (stereo not drawn)	-6%	i	-3%	4%	3%
COC(=O)c1c(NC(=O)c2ccco2)sc(C)c1C	-2%	6.7%	-8%	-1%	-9%
O=C1Nc2ccccc2Oc2cc([N+](=O)[O-])ccc21	1%	1.1%	1%	20%	-19%
O=c1c2ccccc2sn1-c1ccc(F)cc1	?	?	4%	.	.
COc1cccc(CNC(=O)CCl)c1	?	1.0%	-2%	77%	6%
Cc1ccc(S(=O)(=O)NNc2ccccc2)cc1	0%	i	12%	17%	32%
Cc1cccc2cc(CN(Cc3cccs3)C(c3nnnn3C3CCCC3)C(C)C)c(=O)[nH]c12 (stereo not drawn)	.	8.2%	-5%	.	.
C=CCn1c(=O)c2c(nc3n2CCCN3CCc2ccccc2)n(C)c1=O	2%	6.0%	3%	6%	-5%
CCCCn1c(N)c(N(CC)C(=O)c2c(CC)noc2C)c(=O)[nH]c1=O	1%	0.2%	7%	2%	3%
CCN1CCc2c(OCC(=O)N3CCCCC3)cccc2C1=O	-9%	i	-3%	-7%	-5%
CNN/C(N=Cc1ccc([N+](=O)[O-])s1)=N\S(=O)(=O)c1cc(C)c(Cl)cc1SCc1ccccc1	.	i	-20%	.	.
CN(C)c1ccc(-c2ccc3oc(-c4ccsc4)cc(=O)c3c2)cn1	4%	10%	-14%	54%	.
Cc1ccsc1C(=O)Nc1ccc(OCc2ccccc2)cc1	3%	i	1%	1%	10%
Cc1nnc(C)n1/N=C/c1cccnc1	1%	1.6%	3%	-14%	3%
CC(=S)c1c(C)cc2cc(C)ccn12	4%	2.4%	29%	-1%	15%
CCC(C)C(N=C1NS(=O)(=O)c2ccccc21)C(=O)N1CCC(C)CC1 (stereo not drawn)	.	9.0%	-4%	.	.
Oc1ccc(C=NCC2COc3ccccc3O2)cc1 (stereo not drawn)	-3%	i	-14%	14%	3%
COc1cccc(NC(=O)CN(C)C(=O)c2oc3c(ccc4ccccc43)c2C)c1	4%	8.3%	-8%	4%	6%
Cc1ccc(C(=O)NCc2ccco2)o1	-17%	1.5%	-27%	17%	1%
COc1ccc2nc(C)cc(NCCN3CCOCC3)c2c1	3%	i	-2%	-9%	3%
CCNC(=S)NCc1ccc(Cl)cc1	0%	0.8%	1%	50%	1%
CC(C)c1ccc(C(=O)NC(=S)Nc2ccc3[nH]c(=O)[nH]c3c2)cc1	9%	0.7%	12%	41%	3%
Cc1ccc(N(CC(=O)NCc2ccccc2Cl)S(=O)(=O)c2cccs2)cc1	0%	1.4%	2%	15%	-2%
CCN(CC)S(=O)(=O)c1ccc(C(=O)Nn2cnnc2)cc1	3%	0.8%	18%	-6%	0%
COc1ccccc1NC(=O)Cn1cc(C(=O)C2CC2)c2ccccc21	-4%	3.9%	9%	-12%	-5%
Cn1cccc1Cc1nnc(SCC(=O)Nc2cccc(Cl)c2)n1-c1ccc(F)cc1	-6%	9.0%	7%	3%	6%
CCC(=O)NC(=S)NNC(=O)c1ccc(OC)cc1	44%	3.8%	2%	?	18%
COc1ccccc1C(=O)NCC(=O)Nc1ccc2c(c1)CCC2	-9%	1.0%	-6%	43%	.
Cn1cccc1C(=O)OCC(=O)Nc1cc(C(C)(C)C)nn1-c1ccccc1	6%	7.3%	14%	13%	-5%
CCCCCn1nc(C(=O)N2CCc3ccccc32)c2ccccc2c1=O	13%	1.1%	1%	51%	.
Cc1c([C@H]2[C@@H](CC#N)C2(C)C)c2ccccc2n1C	2%	0.8%	18%	9%	0%	VEEV TC-83 Vero 10K pilot screen=0.3
CCOC(=O)CSc1nc2ccc(C)cc2n2cnnc12	2%	1.0%	16%	77%	3%
O=C(c1ccccc1)N1CCC(c2nc(-c3ccc(S(=O)(=O)NCC4CCCO4)cc3)no2)CC1 (stereo not drawn)	-12%	i	-3%	15%	18%
COc1ccc2cc(C(C)C(=O)OC(C)C)ccc2c1 (stereo not drawn)	-2%	1.4%	-18%	-9%	.
Clc1ccc(CNc2ccc(N3CCN(Cc4ccccc4)CC3)cc2)cc1	11%	i	20%	70%	2%
Cc1c(OCC(=O)NCC2CCC(C(=O)NCCCO)CC2)ccc2c(-c3ccccc3)cc(=O)oc12 (stereo not drawn)	0%	2.4%	1%	-5%	10%
Cc1cccc(C(=O)OC(C)C(=O)N2CCN(Cc3ccccc3)CC2)c1 (stereo not drawn)	.	1.7%	-4%	.	.
COc1ccccc1CNC(=O)C1CCC(CNS(=O)(=O)c2ccc(F)cc2)CC1 (stereo not drawn)	-1%	0.4%	0%	-1%	-12%
CC(=O)c1ccc(N2CCN(C(=O)Cc3cccs3)CC2)cc1	0%	0.2%	2%	12%	6%
CC(C)c1ccc(CNc2nc3nc4c(c(=O)n3[nH]2)CCC4)cc1	?	2.1%	-2%	74%	4%
COc1ccc(C2CC(c3ccccc3C(F)(F)F)=NN2c2ccc(S(N)(=O)=O)cc2)cc1 (stereo not drawn)	.	i	-22%	.	.

Next part.
SMILES	M. tuberculosis HTS	VEEV TC-83 Vero	influenza NS1A	M. tuberculosis	PhoP GFP inhibition	others
COC(=O)C1CCN(C(=O)CCCOc2ccccc2)CC1	3%	2.3%	-4%	45%	-16%
Cc1cccc(Oc2c([N+](=O)[O-])c(=O)n(C)c3ccccc23)c1	10%	2.0%	4%	38%	9%
CN(C)c1ccc(C(=O)c2ccccc2)cc1	3%	0.2%	-8%	48%	-2%
COc1ccc(NC(=S)N2CCN(Cc3ccccc3)CC2)c(OC)c1	-2%	i	-3%	-20%	-3%
CCCn1c(=NC(=O)c2c(-c3c(F)cccc3Cl)noc2C)c(C(=O)OCC)cc2c(=O)n3ccccc3nc21	-3%	.	.	-18%	-10%
CS(=O)(=O)c1cc([N+](=O)[O-])c(Sc2nc3ccccc3[nH]2)c([N+](=O)[O-])c1	.	0.7%	24%	.	-11%	VEEV TC-83 Vero 10K pilot screen=5.8
COc1ccccc1-n1ccnc1SCC(=O)NCC1CCCO1 (stereo not drawn)	5%	1.1%	0%	10%	-1%
Cc1cccc(C(=O)NCC(=O)OCC(=O)NC2CCCCCCC2)c1	-4%	0.7%	-5%	2%	0%
CCSc1ncc(Cl)c(C(=O)Nc2sc3c(c2C(=O)NCc2cccnc2)CCCC3)n1	-1%	i	-4%	-8%	-2%
O=C(Nc1ccc(F)cc1)C1CCN(c2nnnn2-c2ccccc2)CC1	-3%	4.6%	-1%	3%	22%
COc1ccc(CC(=O)Nc2nnc(CC(C)C)s2)cc1S(=O)(=O)N1CCOCC1	.	0.8%	-1%	.	.
COc1cccc(-c2ccc(=O)n(CC(=O)Nc3cc4c(cc3NC(C)=O)OCCO4)n2)c1	-6%	2.4%	-6%	9%	-5%
CCC(=O)N1c2ccccc2-c2nnc(SC)nc2OC1c1ccc(N(C)C)cc1 (stereo not drawn)	-10%	i	5%	27%	-10%
Cc1ccc(CNCC(O)(c2ccccc2)c2ccc(Cl)cc2)cc1 (stereo not drawn)	.	i	6%	.	.
C=CCNC(=O)c1ccc([N+](=O)[O-])c(Cl)c1	-4%	0.6%	-1%	14%	12%
COC(=O)c1cn(NC(=O)c2cccc(OC)c2)c(=O)c2ccccc12	-4%	7.0%	6%	12%	2%
CC1CCCC(C)N1/N=C/c1ccccc1F (stereo not drawn)	6%	1.7%	-17%	7%	-5%
CCc1ccc(N2CC(C(=O)Nc3cc(C)ccc3F)CC2=O)cc1 (stereo not drawn)	-1%	0.2%	11%	32%	-4%
CC(=O)c1ccc(N2C(=NC(=O)C(C)C)SC3CS(=O)(=O)CC32)cc1 (stereo not drawn)	-2%	2.9%	6%	-15%	7%
CCc1ccc(OCc2cccc(C(=O)N/N=C\c3cnn(C)c3C)c2)cc1	.	0.3%	13%	.	.
